Assay outcomes (PubChem)
Tau fluor counter: counter-screen for tau fibril formation inhibitors | tau K18 P301L Alexa594 fluorescence, heparin fibrillization | Potency, µM (series often up to 57.7 µM), without a hit: top-dose activity change, negative = decrease | actives 0.93% (n = 280,000); also: potency is read from the fitted curve at half-maximal effect; % is scaled to controls: 0 for no effect and ±100 for the full control effect; nearly all actives have a fitted effect of over 55% in size
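Human tau K18 P301L (15 uM unlabeled, 0.24 uM Alexa 594-labeled) in 100 mM sodium acetate pH 7 with 20 uM heparin, 6 hr at 37 C. ThT 30 uM added, 1 hr ambient; Alexa 594 FP and total fluorescence read at 555/632 nm.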
Epigenetic derep: regulators of epigenetic silencing causing reporter derepression in mouse cells. murine LDR cells, GFP reporter derepression, 30 h. Potency, µM (series often up to 53.9 µM), for inactives: at the top dose GFP activation, actives largely listed as activators. actives 0.2% (n = 280,000). AID 1865; also: potency is read from the fitted curve at half-maximal effect; % of control where 0% means no effect; nearly all actives have a fitted effect of over 60% in size
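Murine LDR cells carrying a silenced, genomically integrated CMV-driven GFP reporter were exposed to compound for 30 hours at 37 C. After PBS washes, GFP-positive cells (20–120 um objects) were counted by laser-scanning microplate cytometry.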
NPSR antag: antagonists of human neuropeptide S receptor cAMP signaling | CHO-NPSR cells, cAMP TR-FRET, antagonist mode | Q6W5P4 | AID 1461 | Potency, µM (doses to about 38.3 µM), for inactives: at the highest dose activity change, negative = inhibition, usual class: inhibitors | actives 1% (n = 220,000); also: potency is read from the fitted curve at half-maximal effect; % is scaled to controls: 0 for no effect and ±100 for the full control effect; nearly all actives have a fitted effect of over 50% in size; many of its hits are not listed in these tables
CBFb-RUNX1 inh: CBF-beta/RUNX1 interaction disruption; Q01196+Q13951; AlphaScreen CBFb-His/RUNX1-biotin binding, biochemical; Potency, µM (doses to about 59.8 µM), without a hit: at the top dose activity, negative = inhibition, usual class: inhibitors; 230,000 tested, under 10 active; also: % of control where 0% means no effect
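His-tagged CBF-beta and biotinylated RUNX1 (30 nM each) were premixed 20 min at room temperature, exposed to compound for 15 min, then given nickel-chelate and streptavidin AlphaScreen beads (50 ng each). After 90 min, AlphaScreen signal was read.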
GLA spleen mod: inhibitors or activators of human alpha-galactosidase in spleen homogenate; Potency, µM (titrated, usually from 80 µM), without a hit: at the top dose activity change, negative = inhibition, actives largely listed as inhibitors; human spleen homogenate, 4MU-alpha-Gal fluorescence, 40 min; actives 0.008% (n = 240,000); AID 2107; P06280;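 also: potency is read from the fitted curve at half-maximal effect; 0% = enzyme with vehicle and -100% = no enzyme basal signal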
Target sequence (P06280 32-429 limits assumed): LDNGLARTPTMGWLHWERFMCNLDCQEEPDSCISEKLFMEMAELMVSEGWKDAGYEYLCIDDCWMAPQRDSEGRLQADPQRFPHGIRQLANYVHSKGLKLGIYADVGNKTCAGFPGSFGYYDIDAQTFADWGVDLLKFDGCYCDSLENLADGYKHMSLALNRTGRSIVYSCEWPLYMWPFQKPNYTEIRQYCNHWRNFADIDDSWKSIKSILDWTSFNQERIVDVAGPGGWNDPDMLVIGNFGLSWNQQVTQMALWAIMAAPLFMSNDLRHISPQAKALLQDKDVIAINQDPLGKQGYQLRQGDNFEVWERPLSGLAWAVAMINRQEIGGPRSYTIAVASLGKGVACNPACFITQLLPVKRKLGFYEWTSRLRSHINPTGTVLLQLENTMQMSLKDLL
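Human spleen homogenate (1 ug) as enzyme source, 4-methylumbelliferyl-alpha-D-galactopyranoside 1 mM final, citrate/phosphate pH 5.0 with 0.01% Tween-20. Compounds 40 min at 37C, NaOH/glycine stop; fluorescence Ex 365/Em 440, Hill-fit AC50.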
Tau fibril FP: blocks human tau fibril formation measured by polarization; Potency, µM (top dose mostly 57.7 µM), inactives show at the top dose activity, negative = inhibition, usual class: inhibitors; actives 0.39% (n = 280,000); K18 P301L tau heparin fibrillization, Alexa594 FP, 6 h; AID 1468; P10636; also: potency is read from the fitted curve at half-maximal effect; % is scaled to controls: 0 for no effect and ±100 for the full control effect; nearly all actives have a fitted effect of over 55% in size
Target sequence (P10636 561-689 P618L limits assumed): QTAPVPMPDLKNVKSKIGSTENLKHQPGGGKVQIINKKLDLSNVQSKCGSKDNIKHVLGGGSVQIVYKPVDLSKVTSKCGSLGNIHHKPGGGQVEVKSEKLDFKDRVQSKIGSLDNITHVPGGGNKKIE
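Recombinant K18 P301L […], labeled with Alexa 594 at 0.24 uM over 15 uM unlabeled; heparin inducer 20 uM final; 37 C, 6 hr; FP endpoint.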
TexasRed fluor: counter-screen for TRb-SRC2 inhibitors: fluorescence interference; TRb/SRC2 Texas Red total fluorescence interference; Potency, µM (doses to about 106 µM), without a hit: at the highest dose fluorescence change, negative = quenching; actives 0.29% (n = 280,000); active = well fitted curve in either direction with a large enough effect; inconclusive = small, poorly fitted or top-dose-only effect; also: potency is read from the fitted curve at half-maximal effect; % is scaled to controls: 0 for no effect and ±100 for the full control effect
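Flags fluorescent or light-absorbing compounds by total fluorescence, S + 2P, at 555 nm excitation and 632 nm emission. Mixture: 20 nM Texas Red SRC2 peptide, 0.6 uM human TRb LBD, 1 uM T3, 5% DMSO; compound exposure 5 h at ambient temperature.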
TRb SRC2 PPI: disrupts binding of human TR beta to SRC2; P10828; TRbeta-SRC2 peptide binding, fluorescence polarization; receptor liganded with 1 µM T3; Potency, µM (doses to about 106 µM), for inactives: at the highest dose activity change, negative = inhibition, hits mostly inhibitors; actives 0.065% (n = 280,000);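 also: potency is read from the fitted curve at half-maximal effect; plate controls were bound peptide for no effect and peptide without receptor for full effect; nearly all actives have a fitted effect of over 50% in size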
Target sequence (P10828 whole entry, looked up): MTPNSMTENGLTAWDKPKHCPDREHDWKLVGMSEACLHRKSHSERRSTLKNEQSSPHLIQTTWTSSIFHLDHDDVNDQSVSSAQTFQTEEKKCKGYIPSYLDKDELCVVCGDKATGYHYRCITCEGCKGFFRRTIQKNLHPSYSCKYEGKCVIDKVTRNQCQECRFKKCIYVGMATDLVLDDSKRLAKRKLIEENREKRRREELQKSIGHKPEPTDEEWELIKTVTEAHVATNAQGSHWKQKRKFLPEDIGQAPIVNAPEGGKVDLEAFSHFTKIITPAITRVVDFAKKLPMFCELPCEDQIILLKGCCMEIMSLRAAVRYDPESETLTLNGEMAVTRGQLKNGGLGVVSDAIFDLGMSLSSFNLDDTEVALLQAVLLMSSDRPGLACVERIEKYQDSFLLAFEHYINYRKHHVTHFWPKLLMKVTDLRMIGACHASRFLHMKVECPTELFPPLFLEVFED
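Human TRb ligand-binding domain (0.6 uM) is mixed with 20 nM Texas Red SRC2 peptide and 1 uM T3; after compound addition and 5 hr at ambient temperature, polarization is measured and normalized to unbound and bound controls.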
The depositor's hits bear a star; ? = inconclusive; . = no result given; & = joins results of further samples; [ ] = dose if it differs, or a comment. Unless noted, calls follow the shape of the dose curve; as a rule, active = well fitted curve in the direction sought with a large enough effect; inconclusive = small, poorly fitted or top-dose-only effect, or another doubt; inactive = no such curve, though single readings can be large; an effect the other way counts as inactive or inconclusive. Not all compounds are listed; count on the stated rates, not on these rows.

mol	CBFb-RUNX1 inh	Tau fibril FP	Epigenetic derep	Tau fluor counter	TRb SRC2 PPI	GLA spleen mod	NPSR antag	TexasRed fluor
Cc1cc(C(=O)Nc2nc3c(s2)CCCC3)cs1	2%	-13%	1.9%	-16%	-4%	1%	6%[7.67 µM]	3%
CCOc1ccc(N=C2NC(=O)/C(=C/C(=O)OC)S2)cc1	11%	2%	0.0%	5%	0%[53 µM]	16%	-3%	-2%[53 µM]
CCn1c(=O)c2c(nc3n2CCCN3CCc2ccccc2)n(C)c1=O	2%	-2%	-1.0%	-4%	-9%	-17%	-8%[46.1 µM]	-1%
Cc1ccc(C)c(Nc2nc(-c3ccccc3)c3cc(Br)ccc3n2)c1	.	-10%	-1.6%	-13%	-1%	.	.	-13%
CCOc1ccc(CC(=O)Nc2sc(Cc3ccccc3)cc2C(N)=O)cc1OCC	-4%	?	1.1%	-19%	2%	-4%	?	1%
Cc1cc(Br)cc2c(C(=O)OCC(=O)c3ccccc3)cc(-c3ccccc3)nc12	.	-13%	-0.7%	0%	-1%	.	.	-2%
COc1ccc(C(=O)Nc2c(F)c(F)c(F)c(F)c2F)c(OC)c1	3%	-3%	-1.0%	-2%	-13%	-2%	-20%[46.1 µM]	-2%
Cc1ccc(NC(=O)Cn2ncn3c(cc4ccccc43)c2=O)c(C)c1	.	-2%	2.7%	-21%	3%	.	.	?
COCCn1c(SCC(=O)Nc2ccc(Cl)cn2)nnc1-c1ccncc1	-2%	10%	1.1%	-6%	1%	7%	2%	5%
CCOc1ccc(NC(=O)C(=O)c2cc(C)n(-c3cc(C)cc(C)c3)c2C)cc1	.	-4%	1.7%	-4%	-1%	.	.	0%
COCC(=O)NC1CCN(CC(=O)Nc2ccc(OC)cc2[N+](=O)[O-])CC1	-3%	-3%	-0.2%	-3%	-22%[53 µM]	-12%	2%[46.1 µM]	1%[53 µM]
Cc1ccc(Nc2c(-c3ccc(O)cc3)nc3cccc(C)n23)cc1	.	-3%	-1.3%	?	1%	.	.	1%
CN(C)CCCNC(=O)c1ccccn1	3%	2%	-1.1%	-2%	0%	5%	1%[46.1 µM]	1%
CC/C=C\C/C=C\C/C=C\CCCCCCCCCC(=O)O	2%&2%	-3%&7%	0.0%&1.1%	-6%&-13%	1%&-7%	-2%&-2%	.	-2%&-1%
Cc1ccc(-n2ccnc(NCCc3ccc(S(N)(=O)=O)cc3)c2=O)cc1C	.	6%	5.9%	-24%	3%	.	.	0%
O=C(N/N=C/c1ccc(Sc2nc3ccccc3s2)c([N+](=O)[O-])c1)c1ccccn1	-4%	1%	-1.1%	-27%	-2%	-2%	-4%[46.1 µM]	-5%
C=CCn1c(C)cc(C(=O)COC(=O)CNC(=O)c2ccccc2)c1C	-4%	4%	0.0%	0%	4%	-1%	2%	-7%
Cc1c(Cl)c([N+](=O)[O-])nn1CC(=O)Nc1ccc2c(c1)OCO2	-6%	5%	0.0%	-8%	-5%	-13%	4%	1%
CC(C)(SC(=S)N1CCOCC1)C(=O)O	-2%	-4%	-1.1%	-3%	-2%	9%	-3%[46.1 µM]	-2%
Cc1c(Cl)cccc1NC(=O)CSc1nc(=O)n(Cc2cccnc2)c2c1CCC2	.	-5%	-0.9%	-11%	-1%	.	.	-1%

Just TexasRed fluor, for some of the entries so far:
Structure | TexasRed fluor
CN(C)CCCNC(=O)c1ccccn1 | 1%
CC/C=C\C/C=C\C/C=C\CCCCCCCCCC(=O)O | -2%&-1%

Next structures:
mol	CBFb-RUNX1 inh	Tau fibril FP	Epigenetic derep	Tau fluor counter	TRb SRC2 PPI	GLA spleen mod	NPSR antag	TexasRed fluor
Cc1cc(/C=C2\SC(=O)NC2=O)c(C)n1-c1ccc(N2CCOCC2)cc1	-10%	7%	3.2%	-19%	0%	13%	21%	-3%
CCN1CCC(N(Cc2ccc(F)cc2)C(=O)Nc2ccc(C)c(F)c2)CC1	.	0%	-1.2%	-1%	3%	.	.	9%
CCOC(=O)Nc1ccc2c(c1)N(C(=O)N1CCN(C)CC1)c1ccccc1CC2	2%	11%	-0.1%	4%	-10%	-1%	-7%	-2%
CC(=O)c1ccc(-c2c(C3C4C=CCC(C)C4C(=O)N3Cc3ccccc3)ccc3ccccc23)cc1 (stereo unspecified)	7%	.	.	.	-4%	-2%	.	0%
CCC(C)NC(=O)C1CCC(=O)N1Cc1ccc(C)cc1 (stereo unspecified)	-2%	-2%	-0.6%	-17%	14%	-3%	7%[46.1 µM]	1%
COc1ccc(N(CC(=O)Nc2ccc(OC)cc2OC)S(=O)(=O)c2ccccc2)cc1	1%	9%	4.4%	?	2%	4%	39%	1%
COc1ccc(CCNC(=O)CSc2nc(C)nc3sccc23)cc1OC	8%	10%	-1.5%	2%	7%	-10%	9%	1%
OC(c1ccccc1)c1nccn1Cc1ccccc1 (stereo unspecified)	-3%	4%	-4.1%	-6%	-16%	10%	-4%[46.1 µM]	-2%
CCc1ccc(CN(C)CC(=O)Nc2sccc2C#N)cc1	9%	6%	3.0%	-17%	2%	0%	-23%	1%
Cc1ccc(C(=O)N(Cc2ccco2)Cc2ccco2)cc1	.	3%	3.5%	-5%	2%	.	.	-1%
CCC(CC)C(=O)Nc1ccc2nc(SCc3ccccc3)sc2c1	.	-16%	-0.8%	-21%	8%	.	.	5%
COc1ccc(NC(=O)c2c(Cl)cnn2C)c(C)c1	10%	-3%	-1.2%	2%	8%	1%	-21%	2%
COc1cc(C=O)cc(OC)c1OS(=O)(=O)c1ccc(NC(C)=O)cc1	2%	3%	-1.2%	-4%	-13%	5%	-14%[46.1 µM]	-3%
O=C(c1ccncc1)N(Cc1ccco1)Cc1cc2ccccc2[nH]c1=O	3%	3%	-0.9%	-2%	1%	2%	-1%[46.1 µM]	3%
COC(=O)c1ccc(C(NC(=O)OCc2ccccc2)/C(I)=C/[C@@H](C)C(=O)NCC2CC2)cc1 (stereo partly specified)	4%	3%	0.7%	-15%	1%	-4%	.	-5%
CCOC(=O)c1c(N2C(=O)Nc3ccccc3N2O)sc2c1CCCCC2	-2%	5%	0.9%	0%	-3%	-6%	-13%	3%
Cc1ccc(-c2cc(C(=O)NCc3ccc4c(c3)OCO4)[nH]n2)c(O)c1C	-1%	?	-1.8%	?	-14%	-3%	-19%[46.1 µM]	-2%
COC(=O)CCC(=O)Nc1ccc(C)cc1OC(=O)CCC(=O)OC	0%	?	0.0%	-16%	-4%	-11%	-13%[46.1 µM]	-3%
COc1ccc(N(CC(=O)NCc2ccco2)S(=O)(=O)c2ccc(C)cc2)cc1	2%	1%	0.0%	-3%	-2%	-2%	-7%	-3%
CCCCOC(=O)C1=C(C)Nc2ncnn2C1c1cc(OC)c(OC)cc1OC (stereo unspecified)	-2%	10%	-1.0%	-13%	3%	-6%	?	-5%
Cc1ccc(-c2nnn(CC(=O)N(Cc3cccs3)C(C(=O)NC(C)(C)C)c3ccc(C)o3)n2)o1 (stereo unspecified)	2%	-6%	1.2%	4%	0%	-7%	-9%[46.1 µM]	4%
c1ccc2c(Nc3nc(-c4ccncc4)nc4ccccc34)cccc2c1	5%	-5%	3.9%	-17%	2%	-2%	-29%	-2%
COc1ccc(CNC(=O)CSc2nc(C)cs2)cc1	4%	-1%	-2.5%	-2%	6%	2%	10%	-1%
CCN(CC)C(C(=O)Nc1ccc(C(C)C)cc1)c1ccc2c(c1)OCO2 (stereo unspecified)	-4%	-1%	-0.9%	-17%	-7%	-10%	?	3%
O=S1(=O)CC(O)C(NCCO)C1 (stereo unspecified)	-11%	3%	-2.6%	-1%	-1%	-16%	15%	-2%
COc1ccc(Cl)cc1NC(=O)c1cc2nc(-c3ccc4c(c3)OCO4)cc(C(F)(F)F)n2n1	.	-6%	3.2%	-5%	10%	.	.	-2%
COC(=O)C[n+]1cccc2ccccc21	0%	0%	-1.9%	-4%	-27%	-2%	-4%	8%
CCC(=O)Nc1nc2ccc(NC(=O)c3cc(OC)c(OC)c(OC)c3)cc2s1	3%	-12%	-4.1%	?	5%	-2%	7%	-2%

In a second layout: entries from further up
COC(=O)c1ccc(C(NC(=O)OCc2ccccc2)/C(I)=C/[C@@H](C)C(=O)NCC2CC2)cc1 (stereo partly specified)
  CBFb-RUNX1 inh: 4%; Tau fibril FP: 3%; Epigenetic derep: 0.7%; Tau fluor counter: -15%; TRb SRC2 PPI: 1%; GLA spleen mod: -4%; NPSR antag: .; TexasRed fluor: -5%

CCOC(=O)c1c(N2C(=O)Nc3ccccc3N2O)sc2c1CCCCC2
  CBFb-RUNX1 inh: -2%; Tau fibril FP: 5%; Epigenetic derep: 0.9%; Tau fluor counter: 0%; TRb SRC2 PPI: -3%; GLA spleen mod: -6%; NPSR antag: -13%; TexasRed fluor: 3%

Cc1ccc(-c2cc(C(=O)NCc3ccc4c(c3)OCO4)[nH]n2)c(O)c1C
  CBFb-RUNX1 inh: -1%; Tau fibril FP: ?; Epigenetic derep: -1.8%; Tau fluor counter: ?; TRb SRC2 PPI: -14%; GLA spleen mod: -3%; NPSR antag: -19%[46.1 µM]; TexasRed fluor: -2%

COC(=O)CCC(=O)Nc1ccc(C)cc1OC(=O)CCC(=O)OC
  CBFb-RUNX1 inh: 0%; Tau fibril FP: ?; Epigenetic derep: 0.0%; Tau fluor counter: -16%; TRb SRC2 PPI: -4%; GLA spleen mod: -11%; NPSR antag: -13%[46.1 µM]; TexasRed fluor: -3%
